Sm TGR block = qHTS Assay for the Inhibitors of Schistosoma Mansoni Peroxiredoxins. Schistosoma mansoni thioredoxin glutathione reductase (TGR), Q962Y6. purified TGR, DTNB reduction, TNB absorbance 405 nm. Potency, µM (top dose mostly 114 µM), for inactives: at the top dose activity change, negative = inhibition, usual class: inhibitors. 360,000 tested, 3% active. AID 485364, 2010; also: potency is read from the fitted curve at half-maximal effect; nearly all actives have a fitted effect of over 60% in size
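Kinetic colorimetric format: TGR-catalysed, NADPH-driven DTNB reduction monitored via TNB absorbance. Enzyme dispensed at 20 nM; compound exposure 15 min at room temperature before reaction start.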
AMA1 RON2 block = qHTS for Inhibitors of AMA1-RON; Towards Development of Antimalarial Drug Lead: Primary Screen; AlphaScreen AMA1-biotinylated RON2 peptide binding; Potency, µM (series often up to 58.2 µM), inactives show at the highest dose activity change, negative = inhibition, most hits filed as inhibitors; 360,000 tested, 0.2% active; AID 720542, 2013;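 also: potency is read from the fitted curve at half-maximal effect; 0% = vehicle wells and -100% = peptide control; nearly all actives have a fitted effect of over 45% in size; some results filed as inactive show a strong effect at the top dose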
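AMA1 (3D7) with his tag at 25 nM final met compounds first, then biotinylated RON2 peptide at 25 nM; detection used donor plus acceptor beads, 10 µg/mL apiece, read by AlphaScreen after 30 min at room temperature.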
AmpC detergent = qHTS Inhibitors of AmpC Beta-Lactamase (assay with detergent); P00811; AmpC hydrolysis of nitrocefin, absorbance 480 nm, 0.01% Triton; Potency, µM (titrated, usually from 114 µM), without a hit: at the top dose activity change, negative = inhibition, usual class: inhibitors; 370,000 tested, 0.041% active; AID 485294, 2010;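 also: potency is read from the fitted curve at half-maximal effect; 0% = no-compound wells and -100% = no-enzyme wells; nearly all actives have a fitted effect of over 25% in size; some results filed as inactive show a strong effect at the top dose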
Target sequence (P00811 whole entry, looked up): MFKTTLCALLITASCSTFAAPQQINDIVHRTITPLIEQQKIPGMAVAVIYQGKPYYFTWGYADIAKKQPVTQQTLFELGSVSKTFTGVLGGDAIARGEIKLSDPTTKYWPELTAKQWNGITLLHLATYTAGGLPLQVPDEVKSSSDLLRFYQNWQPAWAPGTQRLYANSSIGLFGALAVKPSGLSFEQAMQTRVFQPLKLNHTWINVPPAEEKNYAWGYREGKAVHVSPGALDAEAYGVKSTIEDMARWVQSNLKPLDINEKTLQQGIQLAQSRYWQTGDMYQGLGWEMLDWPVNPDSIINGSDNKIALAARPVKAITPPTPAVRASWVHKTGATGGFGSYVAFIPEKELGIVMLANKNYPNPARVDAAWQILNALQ
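AmpC (5.3 nM in the dispensed reagent) in 20 mM phosphate pH 7.0 with 0.01% (detergent screen) or 0.0001% Triton X-100 was preincubated with compounds for 15 min at room temperature. Nitrocefin was then added from an 800 uM solution, and hydrolysis was followed at 480 nm.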
AmpC no deterg = qHTS Inhibitors of AmpC Beta-Lactamase (assay without detergent). Potency, µM (doses to about 57.1 µM), for inactives: at the top dose activity change, negative = inhibition, usual class: inhibitors. 330,000 tested, 0.52% active. AmpC nitrocefin hydrolysis, absorbance 480 nm, 0.0001% Triton. P00811. AID 485341, 2010;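 also: potency is read from the fitted curve at half-maximal effect; plate controls were no compound for no effect and no enzyme for full effect; nearly all actives have a fitted effect of over 20% in size; some results filed as inactive show a strong effect at the top dose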
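20 mM phosphate pH 7.0 + 0.01% (detergent screen) or 0.0001% Triton X-100; 5.3 nM AmpC reagent; cpd preinc 15 min RT; nitrocefin (800 uM stock) to start; A480 q20 s × 4 min; Activity was normalised to no-enzyme and no-compound control wells.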
LmPK inh = qHTS Assay for Inhibitors of Leishmania Mexicana Pyruvate Kinase (LmPK); purified LmPK, Kinase-Glo ATP luminescence, 1 h; Potency, µM (highest dose often 57.5 µM), inactives show at the top dose activity change, negative = inhibition, actives largely listed as inhibitors; 290,000 tested, 0.37% active; AID 1721, 2009; also: potency is read from the fitted curve at half-maximal effect
Target sequence (Q27686 whole entry, looked up): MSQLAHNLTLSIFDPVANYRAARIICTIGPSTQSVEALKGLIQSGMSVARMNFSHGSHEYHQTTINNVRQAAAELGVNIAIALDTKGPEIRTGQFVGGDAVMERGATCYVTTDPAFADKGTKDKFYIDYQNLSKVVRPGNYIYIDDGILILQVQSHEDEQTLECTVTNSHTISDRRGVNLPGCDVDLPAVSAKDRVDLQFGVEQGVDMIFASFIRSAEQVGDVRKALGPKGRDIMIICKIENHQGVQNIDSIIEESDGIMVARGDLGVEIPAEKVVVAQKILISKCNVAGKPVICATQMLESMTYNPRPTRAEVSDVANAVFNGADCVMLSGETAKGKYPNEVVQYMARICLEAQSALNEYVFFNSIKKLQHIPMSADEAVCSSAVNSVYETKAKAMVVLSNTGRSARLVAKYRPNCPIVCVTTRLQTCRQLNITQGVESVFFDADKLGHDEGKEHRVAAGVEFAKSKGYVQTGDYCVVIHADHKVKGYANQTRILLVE
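ATP generated from ADP (0.1 mM) and PEP (0.5 mM) by 0.1 nM LmPK over 1 h at room temperature (pH 7.2 imidazole buffer) was detected by coupled luciferase luminescence. Values were normalized to uninhibited and no-enzyme wells.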
HCMV inh = qHTS Assay for inhibitors of the human cytomegalovirus (HCMV); HFF cells, HCMV-luciferase reporter, 72 h; hits give low values; activity change, negative = inhibition, % at 57.5 µM; 410,000 tested, 4.5% active; in the data active = activity change below about -60%; inconclusive = no clear call, values can overlap the other calls; inactive = above about -39%
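Two compound doses tested in HFFs infected with HCMV-luciferase, MOI 1 PFU/cell, 72 h at 37C. Lysate luminescence read with OneGlo; data normalized against buffer-only and 10uM Salinomycin inhibitor controls.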
TbPYK inhibitor = qHTS of Trypanosoma Brucei Inhibitors; TbPYK enzyme, Kinase-Glo Plus ATP luminescence, 45 min; Potency, µM (top dose mostly 76.8 µM), for inactives: at the top dose activity, negative = inhibition, actives largely listed as inhibitors; pyruvate kinase (Trypanosoma brucei), Q57TT1; 410,000 tested, 0.12% active; also: potency is read from the fitted curve at half-maximal effect; nearly all actives have a fitted effect of over 50% in size
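TbPYK + substrate in 50 mM TEA pH 7.2, 100 mM KCl, 10 mM MgCl2, 0.05% BSA, 0.01% Tween-20; cpd pinned; ADP 130 uM final; 45 min RT; Kinase-Glo Plus 10 min; luminescence endpoint.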
* = called active by the depositor; ? = inconclusive; / = no result given; [ ] = dose if it differs, or a comment. Unless noted, calls follow the shape of the dose curve; as a rule, active = well fitted curve in the direction sought with a large enough effect; inconclusive = small, poorly fitted or top-dose-only effect, or another doubt; inactive = no such curve, though single readings can be large; an effect the other way counts as inactive or inconclusive. Unless noted, % is scaled to controls: 0 for no effect and ±100 for the full control effect.

SMILES	Sm TGR block	AMA1 RON2 block	AmpC detergent	AmpC no deterg	LmPK inh	HCMV inh	TbPYK inhibitor
CN1CCCC(CC2Oc3ccccc3Sc3ccccc32)C1 (stereo unspecified)	-7%	-9%	-10%	46%	0%	?	33%[activator]
c1ccc(-c2ccc3cnccc3n2)cc1	/	-2%	/	/	/	-5	2%
Cn1c(CCNC(=O)c2ccc(Cl)cc2)n[nH]c1=S	1%	11%	?	-20%	5%	1	?
COc1ccc(CC(=O)NC2CC(=O)N(c3cccc(F)c3)C2)cc1OC (stereo unspecified)	12%	/	-1%	/	/	3	-10%
COc1ccc(-n2c(N)c(Br)c(=O)[nH]c2=O)cc1	2%	-13%	?	-37%	-11%	-15	1%
C/C(=C/C(=O)N1CCN(C)CC1)C(=O)O	0%	9%	-6%	-9%	-3%	2	1%
C#CC(C)OC(=O)Nc1cnccc1C(F)(F)F (stereo unspecified)	10%	3%	3%	-8%	0%	10	-5%
Cc1ccc(-c2nc3sc(CCNS(=O)(=O)c4cc(F)ccc4F)c(C)n3n2)cc1	5%	/	3%	/	/	?	2%
CCOc1ccc(NC(=O)c2cnn3c2NC(c2cccc(OC)c2)=CC3c2ccccc2)cc1 (stereo unspecified)	4%	/	9%	/	/	?	10%
Cc1ccc2oc(C(=O)NCc3ncc(C)[nH]3)c(C)c2c1	-26%	-11%	-8%	-6%	-2%	-8	-2%
COc1ccccc1NC(=O)CN1C(=O)CSc2ccc(S(=O)(=O)N3CCCC3)cc21	2%	/	6%	/	/	-39	-5%
Cc1ccsc1/C=N/NC(=O)c1cccc(S(=O)(=O)Nc2ccccc2Cl)c1	3%	22%	-12%	-27%	-1%	-18	-4%
Cc1ccc(-c2csc(NC(=O)CSc3nc(C)cc(=O)[nH]3)n2)cc1	-24%	1%	-8%	14µM*	14%	6	-7%
COCc1cccc(-c2csc(C(C)(O)c3cccc(OC)c3)n2)c1 (stereo unspecified)	/	5%	/	/	/	-27	5%
CCCCn1nnnc1SCC(=O)Nc1cccc(C)c1	14%	29%	0%	-11%	-1%	-21	1%
CC(C)CCn1cnc2c(cnn2-c2ccc(Cl)cc2)c1=O	-18%	-17%	2%	-17%	1%	5	-9%
Cc1ccccc1C(=O)NCCN1CCOCC1	0%	7%	3%	-9%	2%	?	11%
CCOC(=O)c1cc(OC(=O)Cc2ccc(OC)c(S(=O)(=O)N3CCOCC3)c2)cc(C(=O)OCC)c1	/	-10%	/	/	/	-26	-2%
O=C(CN1CCN(c2ccc(O)cc2)CC1)Nc1cc(S(=O)(=O)N2CCCC2)ccc1Cl	?	12%	-10%	49%	6%	?	?
O=C(NCc1cccnc1)c1ccc(-c2ccc(Cl)cc2)o1	0%	2%	2%	15%	-10%	-2	3%
COc1ccc(C2C(=O)N(C3CCCCC3)CC(=O)N2Cc2ccc3c(c2)OCO3)cc1 (stereo unspecified)	0%	-8%	1%	42%	1%	7	-2%
C=CCN1C=CC(=O)[C@@H](OC(=O)Nc2ccc(Br)cc2)[C@H]1c1ccccc1Br	/	4%	/	/	/	-24	-2%
CCOC(=O)c1c(NC(=O)C(F)(OC)C(F)(F)F)sc(C(=O)N2CCCCC2)c1C (stereo unspecified)	-30%	-8%	-12%	154%[activator]	1%	3	1%
CCCNC(=O)c1ccc2c(c1)N=C(C)c1c(C)ccc(C)c1S2	-12%	/	2%	/	/	-102*	0%

Single records, from the list above:
`CCOC(=O)c1cc(OC(=O)Cc2ccc(OC)c(S(=O)(=O)N3CCOCC3)c2)cc(C(=O)OCC)c1` as listed: Sm TGR block: /; AMA1 RON2 block: -10%; AmpC detergent: /; AmpC no deterg: /; LmPK inh: /; HCMV inh: -26; TbPYK inhibitor: -2%
`COc1ccc(CC(=O)NC2CC(=O)N(c3cccc(F)c3)C2)cc1OC` (stereo unspecified) as listed: Sm TGR block: 12%; AMA1 RON2 block: /; AmpC detergent: -1%; AmpC no deterg: /; LmPK inh: /; HCMV inh: 3; TbPYK inhibitor: -10%
`Cc1ccc2oc(C(=O)NCc3ncc(C)[nH]3)c(C)c2c1` as listed: Sm TGR block: -26%; AMA1 RON2 block: -11%; AmpC detergent: -8%; AmpC no deterg: -6%; LmPK inh: -2%; HCMV inh: -8; TbPYK inhibitor: -2%

More entries follow:
SMILES	Sm TGR block	AMA1 RON2 block	AmpC detergent	AmpC no deterg	LmPK inh	HCMV inh	TbPYK inhibitor
Cc1ccc(S(=O)(=O)NCC(=O)N(CC(=O)NCc2ccco2)Cc2ccc3c(c2)OCO3)cc1	6%	-2%	3%	-5%	7%	35	-19%
COc1ccccc1CNC(=O)C(C)n1c(=O)cc(-c2ccccc2)c2c(C)nn(C)c21 (stereo unspecified)	-2%	/	-3%	/	/	3	-1%
O=C1NC(=O)/C(=C\c2ccccc2OCc2ccc([N+](=O)[O-])cc2)N1	1%	0%	?	-15%	-1%	?	-20%
COC(=O)C(Cc1c[nH]c2ccccc12)NC(=O)c1cccc(S(=O)(=O)N2CCCCC2)c1 (stereo unspecified)	-10%	-18%	-8%	-20%	/	-2	-7%
CC(C)Oc1ccc(CCc2nnc(SC(C)C(=O)O)n2-c2ccccc2)cc1 (stereo unspecified)	-9%	16%	-4%	-14%	4%	-6	-7%
Cc1cccc(N2CCN(C(=O)c3ccc4c(c3)N(Cc3ccccc3F)C(=O)c3ccccc3S4=O)CC2C)c1 (stereo unspecified)	-3%	/	2%	/	/	-64*	0%
C[C@H]1CN([C@@H](C)CO)C(=O)CCCn2cc(nn2)CO[C@@H]1CN(C)C(=O)Nc1ccc2c(c1)OCO2	/	-5%	/	/	/	19	1%
COc1ccc(/C=C/C(=O)c2ccc3c4c(cccc24)CC3)cc1OC	6%	-24%	-3%	37%	3%	?	-5%
CC(Oc1ccc(Br)cc1)C(=O)N(Cc1nc(-c2ccccc2)no1)C(C)C (stereo unspecified)	1%	/	4%	/	/	-70*	5%
COc1nccnc1NS(=O)(=O)c1ccc(NC(=S)NC(=O)c2ccccc2)cc1	?	9%	-1%	-27%	-10%	5	-9%
COc1ccc(-c2c(C)nc(N)nc2-c2ccc(OCc3ccc(C)cc3)cc2O)cc1OC	-1%	5%	?	24%	4%	?	2%
N/C(CCN1CCCCC1)=N/O	7%	-13%	3%	/	-3%	3	0%

Some of the entries above in another layout:
> C[C@H]1CN([C@@H](C)CO)C(=O)CCCn2cc(nn2)CO[C@@H]1CN(C)C(=O)Nc1ccc2c(c1)OCO2
- Sm TGR block: /
- AMA1 RON2 block: -5%
- AmpC detergent: /
- AmpC no deterg: /
- LmPK inh: /
- HCMV inh: 19
- TbPYK inhibitor: 1%

> COc1ccccc1CNC(=O)C(C)n1c(=O)cc(-c2ccccc2)c2c(C)nn(C)c21 (stereo unspecified)
- Sm TGR block: -2%
- AMA1 RON2 block: /
- AmpC detergent: -3%
- AmpC no deterg: /
- LmPK inh: /
- HCMV inh: 3
- TbPYK inhibitor: -1%

(list continues)
SMILES	Sm TGR block	AMA1 RON2 block	AmpC detergent	AmpC no deterg	LmPK inh	HCMV inh	TbPYK inhibitor
CCOC(=O)c1cccc(NC(=O)c2cnn(-c3ccccc3)c2-n2cccc2)c1	0%	/	19%	/	/	-5	-2%
Cc1cc(C(=O)NCC(=O)OCC(=O)N(C)C2CCCCC2)ccc1[N+](=O)[O-]	7%	12%	-4%	1%	-2%	14	2%
COc1cc(C(=O)OC(C)C(=O)NCC2CCCCC2)cc(NC(=O)c2ccco2)c1OC (stereo unspecified)	1%	-14%	-5%	-37%	1%	-35	-11%
O=S(=O)(c1ccc(OCc2nc3ccccc3s2)c(Cl)c1)N1CCOCC1	-8%	8%	2%	3%	2%	-22	5%
Cc1nc(-c2ccc(S(=O)(=O)NCc3ccccn3)s2)cs1	-7%	57%[activator]	5%	-4%	3%	-7	-24%
CCC1CCCCN1CCCNC(=O)c1ccc2c(c1)N(Cc1cccc(C)c1)C(=O)c1ccccc1S2(=O)=O (stereo unspecified)	8%	/	7%	/	/	-64*	-2%
Cc1nc2scc(C)n2c(=O)c1S(=O)(=O)N1CCN(c2ccccn2)CC1	3%	14%	?	23%	5%	40	-2%
CCc1ccc(S(=O)(=O)N2CCN(c3ncccn3)CC2)cc1	-14%	-4%	-11%	2%	5%	-11	-3%
CCOC(=O)Cn1c(C)[n+](CC(=O)c2ccccc2)c2ccccc21	18%	-10%	5%	-11%	-5%	17	-11%
CCN1C(=O)c2ccccc2S(=O)c2ccc(C(=O)NCc3ccccc3OC)cc21 (stereo unspecified)	-1%	/	-7%	/	/	20	-7%
COc1ccc(-c2cc(C(=O)NCCN3CCOCC3)c3cc(C(C)C)ccc3n2)cc1	0%	-4%	7%	67%[activator]	0%	?	3%
CCOC(=O)c1c(NC(=O)C2C3C=CC(C3)C2(C)C(=O)O)sc2c1CCCC2 (stereo unspecified)	2%	2%	-15%	-39%	0%	35	-11%
CCC(=O)Nc1ccc(C(=O)n2nc(C)cc2C)cc1	3%	-1%	-13%	5%	1%	-23	4%
Cc1cccc(OCc2nnc(SCC(=O)Nc3nccs3)o2)c1	6%	40%[activator]	5%	-33%	7%	17	0%

Ordered by length of the SMILES (descending): part of the list above
SMILES	Sm TGR block	AMA1 RON2 block	AmpC detergent	AmpC no deterg	LmPK inh	HCMV inh	TbPYK inhibitor
CCOC(=O)c1c(NC(=O)C2C3C=CC(C3)C2(C)C(=O)O)sc2c1CCCC2 (stereo unspecified)	2%	2%	-15%	-39%	0%	35	-11%
CCOC(=O)c1cccc(NC(=O)c2cnn(-c3ccccc3)c2-n2cccc2)c1	0%	/	19%	/	/	-5	-2%
CCOC(=O)Cn1c(C)[n+](CC(=O)c2ccccc2)c2ccccc21	18%	-10%	5%	-11%	-5%	17	-11%
